# TPT1 inh – C. albicans TPT1 enzyme inhibition. recombinant caTPT1, FP RNA substrate dephosphorylation. inhibition, % at 5 µM. 0.81% of 300,000 active;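 active means inhibition above the mean of all tested compounds plus 3 SD, set per screening campaign, cut at about 24% in these data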;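 further: plate controls were DMSO alone for no effect and ferristatin control at 100 nM for full effect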
# proCasp7 act – counter-screen: procaspase-7 (human) activation | P55210 | recombinant procaspase-7, Ac-DEVD-pNA absorbance 405 nm; D23A/D198A/D206A triple mutant, cannot self-cleave; scale: DMSO 0, 5 µM enzyme 100 | activation, % at 8.5 µM | 0.093% of 330,000 active | AID 463210;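 active means percent activation above the screen-wide mean plus 3 SD, cut at about 25% in these data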
#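 System: Procaspase-7 triple mutant (PC-7 D3A); measure: % activation from two-timepoint absorbance difference, scaled to controls; times: 1 h compound preincubation, 2 h substrate cleavage, 25 °C; also added: Ac-DEVD-pNA substrate, 400 µM as added; measured by: Epi-absorbance of released pNA at 405 nm, two timepoints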
# core dimer inh – HCV core protein dimerization inhibition; TR-FRET GST/Flag-core106 dimerization, 1536-well; inhibition, % at 5 µM; 0.33% of 300,000 active; AID 1899;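 active means inhibition above the mean of all tested compounds plus 3 SD, set per screening campaign, cut at about 45% in these data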
#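 Test system: GST/Flag-tagged HCV core106 proteins; Medium: KF-containing HEPES buffer, pH 7.45, DTT, CHAPS, BSA; Times: compound-protein-antibody incubation 4 h at 22.5 °C; Detection: TR-FRET 671 and 617 nm emission; Benchmarks: wells lacking GST-core106 and wells with excess unlabelled core106.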
# PP5 inh – inhibitors of human protein phosphatase 5 (PP5). P53041. purified PP5c, OMFP substrate fluorescence. inhibition, % at 6.7 µM. 0.18% of 320,000 active;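 active means inhibition above the campaign's mean inhibition across all tested compounds plus 3 SD, cut at about 9.5% in these data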;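 further: 0% = DMSO only and 100% = 100 µM cantharidin control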
# Target sequence (P53041 whole entry, looked up): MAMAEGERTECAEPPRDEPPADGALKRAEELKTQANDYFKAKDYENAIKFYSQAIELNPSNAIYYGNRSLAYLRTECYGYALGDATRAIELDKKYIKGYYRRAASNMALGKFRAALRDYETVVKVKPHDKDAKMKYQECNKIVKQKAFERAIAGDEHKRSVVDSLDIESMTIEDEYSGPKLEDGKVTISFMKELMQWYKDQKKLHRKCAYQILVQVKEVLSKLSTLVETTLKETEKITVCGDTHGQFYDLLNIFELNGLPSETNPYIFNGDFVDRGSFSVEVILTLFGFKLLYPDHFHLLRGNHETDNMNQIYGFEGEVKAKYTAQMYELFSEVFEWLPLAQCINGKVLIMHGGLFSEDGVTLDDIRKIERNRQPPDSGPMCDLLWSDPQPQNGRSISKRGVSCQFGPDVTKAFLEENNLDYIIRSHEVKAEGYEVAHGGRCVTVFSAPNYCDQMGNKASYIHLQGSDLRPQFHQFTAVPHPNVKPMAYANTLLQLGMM
# procasp3 activ – procaspase-3 (human) activation; P42574; recombinant procaspase-3 D3A, Ac-DEVD-pNA absorbance 405 nm; activation, % at 8.5 µM; 0.11% of 330,000 active; AID 463141;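 active means activation above the mean of all tested compounds plus 3 SD, cut at about 21% in these data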;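 further: 0% = DMSO alone and 100% = DMSO wells spiked with extra 5 µM PC-3 D3A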
# Target sequence (P42574 whole entry D9A/D28A/D175A): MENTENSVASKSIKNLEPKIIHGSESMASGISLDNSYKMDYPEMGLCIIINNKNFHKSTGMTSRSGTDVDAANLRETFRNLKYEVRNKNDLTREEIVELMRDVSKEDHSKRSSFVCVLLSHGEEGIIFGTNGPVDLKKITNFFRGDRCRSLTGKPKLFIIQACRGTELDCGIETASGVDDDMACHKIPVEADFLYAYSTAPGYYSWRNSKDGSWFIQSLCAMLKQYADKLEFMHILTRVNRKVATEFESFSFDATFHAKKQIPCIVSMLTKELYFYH
#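 material = Procaspase-3 D3A mutant | probe or stimulus = Ac-DEVD-pNA | compound = single dose, 8.5 µM nominal compound, 0.8% DMSO | timing = 1 h preincubation, 2 h reaction | measured by = 405 nm absorbance of p-nitroaniline, reads at 0 and 120 min | benchmarks = DMSO-only low control, 5 µM PC-3 D3A high control | repeats = singlicate, each compound tested once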
# CTSL1 counter – counter-screen for PFM18AAP inhibitors: inhibitors of F. hepatica cathepsin L1 | 0.49% of 300,000 active | inhibition, % at 5.96 µM | recombinant F. hepatica cathepsin L1, Z-Leu-Arg-MCA fluorescence;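 active means inhibition above the mean of all tested compounds plus 3 SD, set per screening campaign, cut at about 17% in these data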;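 further: 0% = plate median of test compound wells and 100% = 1 µM Z-Phe-Ala-diazomethylketone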
# PAFAH2 inh – inhibitors of human PAFAH2; inhibition, % at 3.39 µM; recombinant PAFAH2, FP-rhodamine activity probe, fluorescence polarization; AID 492956; 0.99% of 340,000 active; Q99487;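 active means inhibition above the mean over all tested compounds plus 3 SD, cut at about 30% in these data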;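 further: inhibitors block probe labeling of enzyme so polarization drops; 0% = enzyme with DMSO and 100% = wells lacking PAFAH2 protein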
# PP1 inh – counter-screen for PP5 inhibitors: inhibitors of human PP1-alpha. P62136. purified PP1alpha, OMFP fluorescence. inhibition, % at 6.7 µM. 0.9% of 320,000 active;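 active means inhibition above the mean inhibition of all tested compounds plus 3 SD, computed separately for each screening campaign, cut at about 15% in these data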
# AHR activator – human AHR activation | AHR-responsive luciferase reporter cells, luminescence | activation, % at 5 µM | 2.5% of 320,000 active; in the data active means activation above about 47%;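 further: 0% = vehicle wells and 100% = reference agonist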
# Starred values were filed as active, the others as inactive; . = not tested or not shown. Random draw from the library; any-hit rate near 5.6%.
# Every second line gives: TPT1 inh	proCasp7 act	core dimer inh	PP5 inh	procasp3 activ	CTSL1 counter	PAFAH2 inh	PP1 inh	AHR activator
1	O=C(NC1=NCCS1)c1cc(Cl)ccc1Cl
→ -1	11	-4	2.5	-3	-1	-15	-5	-2
2	Cc1onc(-c2c(F)cccc2Cl)c1C(=O)N(Cc1ccccc1)C(C)C
→ -2	4	6	1.7	1	0	7	1	-1
3	O=C(O)CC12CC3CC(C1)CC(n1ncc(N4CCC5(CC4)OCCO5)c(Cl)c1=O)(C3)C2
→ -2	6	-1	0.0	7	3	1	-3	1
4	CC1CCCC(NC(=O)c2cccc(S(=O)(=O)N3CCCCC3)c2)C1C (stereo not given)
→ -6	1	7	-0.7	0	2	0	4	3
5	N=c1c(C(=O)NCc2ccco2)cc2c(=O)n3ccccc3nc2n1Cc1ccc(Cl)cc1
→ 21	-28	67*	3.5	-23	10	-6	18*	6
6	CC(C)c1ccc(CNc2cc(N3CCCC3)ccc2[N+](=O)[O-])cc1
→ 3	-6	7	4.4	10	0	-3	-2	5
7	O=C(Nc1nc2cc(Cl)ccc2s1)C1CCCN(S(=O)(=O)c2cccc3cccnc23)C1 (stereo not given)
→ -3	0	20	0.6	-6	6	-18	1	0
8	Cc1noc(C)c1S(=O)(=O)N1CCCC(C(=O)NCc2ccccn2)C1 (stereo not given)
→ -8	5	-8	-1.1	3	0	-2	-1	-5
9	CC(C)N1CC(O)=C(c2nc3ccccc3c(=O)[nH]2)C1=N
→ -3	0	-8	-0.9	-6	2	5	1	-1
10	COc1cc(NS(=O)(=O)c2ccc(F)cc2)c(C(=O)O)cc1OC
→ -9	-18	3	-6.5	-2	8	3	6	2
11	COc1ccccc1CN1C(=NC(=O)C2CCCCC2)SC2CS(=O)(=O)CC21 (stereo not given)
→ -1	7	6	-0.3	-1	-2	0	-4	-1
12	Cn1c(SCc2ccccc2)nnc1-c1ccncc1
→ 8	-4	1	0.3	-4	8	4	-2	-6
13	COc1ccc(OC)c(C(=O)COC(=O)c2ccccc2O)c1
→ -2	-3	-1	0.2	-2	3	1	-1	4
14	CCCCNC(=O)C1CCN(C(=O)C2CCN(S(=O)(=O)c3ccc(C)cc3)CC2)CC1
→ -2	4	-1	1.9	-3	2	1	-2	0
15	O=S(=O)(NC(=NCc1ccccc1)c1ccccc1)c1ccc(Br)cc1
→ -1	-13	6	4.4	2	1	2	-1	1
16	CCCCCC(=O)N1CC2(CC(c3cccc(NC(=O)CC(c4ccccc4)c4ccccc4)c3)=NO2)C[C@@H]1C(N)=O (stereo not given in full)
→ -1	8	21	3.3	-11	6	-21	2	-1
17	CSCCCNC(=S)N(C)CC(=O)Nc1ccc(C)cc1
→ 1	0	3	-0.9	2	-1	2	10	-1
18	CCN(CC)CCNc1ncnc2c1sc1nc(N3CCOCC3)c3c(c12)CC(C)(C)SC3
→ -4	10	-2	0.8	7	0	-1	-2	-4
19	CCOc1ccc(-n2cc(C(=O)N3CCCCCC3)c3cc(OC)c(OC)cc3c2=O)cc1
→ 0	-4	1	-0.2	9	-2	-3	-5	0
20	CSC1=NCCN1C(=O)Cc1ccc(F)cc1
→ -5	-12	-1	0.8	2	-4	-10	-5	-1

# By substructure: the compounds so far with a halogen.
# Every second line gives: TPT1 inh	proCasp7 act	core dimer inh	PP5 inh	procasp3 activ	CTSL1 counter	PAFAH2 inh	PP1 inh	AHR activator
1	O=C(NC1=NCCS1)c1cc(Cl)ccc1Cl
→ -1	11	-4	2.5	-3	-1	-15	-5	-2
2	Cc1onc(-c2c(F)cccc2Cl)c1C(=O)N(Cc1ccccc1)C(C)C
→ -2	4	6	1.7	1	0	7	1	-1
3	O=C(O)CC12CC3CC(C1)CC(n1ncc(N4CCC5(CC4)OCCO5)c(Cl)c1=O)(C3)C2
→ -2	6	-1	0.0	7	3	1	-3	1
5	N=c1c(C(=O)NCc2ccco2)cc2c(=O)n3ccccc3nc2n1Cc1ccc(Cl)cc1
→ 21	-28	67*	3.5	-23	10	-6	18*	6
7	O=C(Nc1nc2cc(Cl)ccc2s1)C1CCCN(S(=O)(=O)c2cccc3cccnc23)C1 (stereo not given)
→ -3	0	20	0.6	-6	6	-18	1	0
10	COc1cc(NS(=O)(=O)c2ccc(F)cc2)c(C(=O)O)cc1OC
→ -9	-18	3	-6.5	-2	8	3	6	2
15	O=S(=O)(NC(=NCc1ccccc1)c1ccccc1)c1ccc(Br)cc1
→ -1	-13	6	4.4	2	1	2	-1	1
20	CSC1=NCCN1C(=O)Cc1ccc(F)cc1
→ -5	-12	-1	0.8	2	-4	-10	-5	-1

# Other compounds follow.
# Every second line gives: TPT1 inh	proCasp7 act	core dimer inh	PP5 inh	procasp3 activ	CTSL1 counter	PAFAH2 inh	PP1 inh	AHR activator
21	Cc1ccc(N/N=C2\COC(C)(C)CC2=O)cc1
→ 2	-5	4	-1.3	4	4	2	-4	-2
22	CN1CCN(NC(=O)c2cccc3ccccc23)CC1
→ 1	12	-5	-1.2	0	1	3	-1	1
23	Nc1nnc(/C=C/c2cccc([N+](=O)[O-])c2)s1
→ -2	8	-9	2.5	8	2	4	0	7
24	COc1ccc(N2C(=O)C(=O)/C(=C(/O)c3ccc(C)cc3)C2c2cccnc2)cc1 (stereo not given)
→ 9	7	2	-0.8	-2	-2	1	2	7
25	CCCNC(=O)C(Cc1ccc(C(F)(F)F)cc1)NC(=O)c1ccc2ccccc2n1 (stereo not given)
→ .	6	.	2.4	-1	.	-1	3	5
26	CC(C)Cc1ccc(C2=CSC3=NCCN23)cc1
→ -3	3	8	-0.4	2	2	-1	-5	11
27	CCCCNC(=O)c1ccccc1Cl
→ 5	-5	1	3.8	0	-2	1	3	2
28	Cc1ccc(C(=O)Nc2cccc(C(F)(F)F)c2)cc1NC(=O)c1nccnc1N
→ -2	-13	-6	-0.3	2	5	-2	-3	5
29	CC1=NOC(=O)/C1=C/c1ccc(N(C)C)cc1
→ 78*	-8	1	0.0	-17	-1	.	1	-1
30	COc1ccc(N2CCN(C(=O)CCC(=O)N3CCOc4ccc(C)cc43)CC2)cc1
→ 0	5	4	3.8	3	-4	3	-5	5
31	CCN1CCCC1CN(Cc1cc2ccc(C)cc2[nH]c1=O)C(=S)Nc1ccc(F)cc1 (stereo not given)
→ -1	-4	6	0.9	-2	-3	5	1	8
32	CCN(C(=O)COc1cccc(-n2cnnn2)c1)C1CCS(=O)(=O)C1 (stereo not given)
→ .	14	.	.	-2	.	7	.	1
33	CCC(=O)c1ccc(OCC(=O)NC2(C#N)CCCCC2)cc1
→ -3	-3	-2	0.6	-5	8	-7	-1	5
34	Cc1cc(=O)oc2cc(O[C@@H]3O[C@H](CO)[C@@H](O)[C@H](O)[C@H]3O)ccc12
→ -1	-5	-17	1.4	7	16	4	-14	0
35	Cn1c(=O)n(C)c(=O)n(CC(=O)N2CCCCC2)c1=O
→ 1	4	3	-2.1	1	-1	-1	-3	-1
36	CC(Nc1nc(-c2ccc(Cl)cc2)cs1)c1nc2cc(Cl)c(N3CCCCC3)cc2n1CCOCCO (stereo not given)
→ -2	-4	-20	5.9	8	0	13	2	20
37	C=C1SC(Nc2c(C)cccc2C)=NC12CCCCC2
→ -3	8	-5	-2.7	-6	4	.	0	1
38	CCOC(=O)/C=C/S(=O)(=O)c1ccc(NC(C)=O)cc1
→ -1	-25	1	-1.7	-17	1	-4	7	-1
39	OC(c1nc2ccccc2[nH]1)C(O)C(O)C(O)c1nc2ccccc2[nH]1 (stereo not given)
→ -2	8	0	-1.9	12	-1	.	-1	-1
40	CC[n+]1ccc(/C=C2\Sc3ccccc3N2CCCS(=O)(=O)[O-])c2ccccc21
→ 31*	-1	3	2.2	-4	1	4	-4	10
41	CON(C)C(=O)c1ccccc1N(C)C(=O)OC(C)(C)C
→ .	0	.	.	4	.	-11	.	2
42	CCOc1c2ccc(C(=O)NCCCCc3ccccc3)cc2nn1C
→ 2	0	-7	-0.6	4	6	7	-1	3
43	O=C(COc1cccc(NC(=O)c2ccco2)c1)c1ccccc1
→ -2	-1	1	2.1	0	2	-9	-1	4
44	CCOC(=O)c1cccc(NC(=O)c2cc3sccc3n2C)c1
→ -3	-5	5	4.3	-1	3	-14	-1	5
45	Cc1ccc2cccc(Oc3nnnn3-c3ccccc3)c2n1
→ -3	9	2	0.7	1	-1	2	8	35
46	Cc1nn(CC(=O)NCC(C)c2ccccc2)c(=O)c2cc(-c3ccccc3)nn12 (stereo not given)
→ -2	-6	0	-0.1	5	2	6	3	3
47	CCOC(=O)CN1C(=O)N[C@@H](c2ccco2)C(C(=O)OC)=C1C
→ 3	-3	-7	3.3	2	-5	-3	1	-4
48	O=C(O)c1ccc2c(c1)N(Cc1ccc(F)cc1)C(=O)c1ccccc1S2
→ -2	8	4	-2.1	-8	0	1	0	0
49	Cn1c(N)c(C(=O)COC(=O)/C=C/c2ccc(OC(F)F)cc2)c(=O)n(C)c1=O
→ -1	2	1	3.8	-3	-4	0	-3	-1
50	CCCCn1c(N)c(N(CC(C)C)C(=O)C2CCN(S(=O)(=O)c3ccc(C)c(C)c3)CC2)c(=O)[nH]c1=O
→ 2	-3	-3	0.6	-2	6	-1	-2	1
51	CCCCN(C(=O)C(C)Oc1ccc(Cl)cc1)c1c(N)n(CCCC)c(=O)[nH]c1=O (stereo not given)
→ 0	11	1	-1.5	5	-5	-1	-8	-2
52	CC(=O)c1ccc(OC(=O)c2ccc(-n3nc(C)cc3C)cc2)cc1
→ -4	8	1	6.8	2	-3	3	-3	0
53	CN1CCN(CCNC(=O)Nc2ccccc2C(F)(F)F)CC1
→ 4	-1	-3	-0.5	-4	6	8	0	3
54	C[C@H](CO)N1C[C@H](C)[C@@H](CN(C)C(=O)Nc2ccc3c(c2)OCO3)Oc2ccc(NS(=O)(=O)c3ccccc3)cc2C1=O
→ .	1	.	.	-6	.	13	.	-1
55	N#C/C(C(=O)NCc1ccccc1)=C1/N=C(NC(=O)c2ccco2)c2ccccc21
→ 12	-17	6	4.3	-1	0	2	-2	-1
56	COc1cc(C(=O)Oc2ccc(Br)cc2C(=S)N2CCOCC2)cc(OC)c1OC
→ -2	-8	2	3.2	-2	-3	7	0	-2
57	Cc1ccc(Oc2nc3c(c(=O)n(C)c(=O)n3C)n2C)cc1C
→ -1	5	1	0.6	-4	0	2	1	19
58	CCOC(=O)c1cn(CC)c2cc(N3CCSCC3)c(F)cc2c1=O
→ -6	-1	-4	0.0	4	5	-6	3	0
